SR-BI DiI inh: mouse SR-BI HDL lipid transfer inhibition | 320,000 tested, 0.96% active | Q61009 | ldlA[mSR-BI] CHO cells, DiI-HDL uptake fluorescence, 3 h | inhibition, % at 12.5 µM;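 active = mean replicate inhibition of at least 70% and a set share of replicates each scoring 70 or more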;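 also: 0% = median of neutral control wells and 100% = median of positive control wells; values of inactives mirror those of a sister screen read the other way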
dFosB act: mouse delta FosB homodimer activation; purified delta FosB, TAMRA-CDK5 oligo fluorescence polarization; percent of positive-control signal above neutral wells; activation, % at 25 µM; 340,000 tested, 0.99% active; AID 493131;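 active = mean activation above about 17%, with every replicate also reaching it, limit read from the data, passing the limit was not always enough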;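 also: fluorescence polarization rise as delta FosB binds a TAMRA Cdk5 AP-1 oligo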
Target sequence (P13346 whole entry, looked up): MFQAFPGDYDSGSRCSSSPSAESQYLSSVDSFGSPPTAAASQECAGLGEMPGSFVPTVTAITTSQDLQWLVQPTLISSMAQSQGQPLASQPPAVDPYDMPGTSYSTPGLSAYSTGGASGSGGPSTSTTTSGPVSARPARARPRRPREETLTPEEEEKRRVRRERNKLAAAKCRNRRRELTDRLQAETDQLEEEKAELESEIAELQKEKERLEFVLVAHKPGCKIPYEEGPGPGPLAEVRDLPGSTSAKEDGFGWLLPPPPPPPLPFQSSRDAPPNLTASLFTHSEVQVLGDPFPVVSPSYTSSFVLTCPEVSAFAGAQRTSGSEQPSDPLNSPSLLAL
Wnt act: activators of Wnt/beta-catenin signaling. activation, % at 9.35 µM. 300,000 tested, 1.2% active. Wnt/beta-catenin reporter cell assay, activator, plate reader; in the data active = activation above about 30%, passing the limit was not always enough;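 also: 0% = neutral control wells and 100% = positive control wells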
MITF TRPM1 HTS: MITF TRPM1 promoter activation in melanoma cells | 300,000 tested, 0.75% active | activation, % at 12.5 µM | SK-MEL-5 TRPM1-promoter luciferase, 24 h; % of positive control, neutral wells = 0;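 active = mean activation of at least 80% with every replicate also reaching 80%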;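 also: 0% = neutral control wells and 100% = parthenolide positive control wells; values of inactives mirror those of a sister screen read the other way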
PvdQ inh: P. aeruginosa PvdQ acylase inhibition | purified PvdQ acylase, fluorescence plate reader | inhibition, % at 10 µM | 340,000 tested, 0.063% active; in the data active = inhibition above about 30%, passing the limit was not always enough;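 also: 0% = vehicle neutral wells and 100% = reference inhibitor wells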
HTR5A inv ctr: HTR5A inverse agonism, opioid heterodimer counter-screen; P47898; HTR5A cell line, luminescence; inhibition, % at 9.3 µM; 340,000 tested, 0.083% active; AID 504634; in the data active = inhibition mostly above about 23%, no sharp cut-off; inactive = mostly below about 18%;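 also: 0% = cells with DMSO and 100% = no-cell wells with DMSO; some compounds called inactive have numbers as strong as hits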
Target sequence (P47898 whole entry, looked up): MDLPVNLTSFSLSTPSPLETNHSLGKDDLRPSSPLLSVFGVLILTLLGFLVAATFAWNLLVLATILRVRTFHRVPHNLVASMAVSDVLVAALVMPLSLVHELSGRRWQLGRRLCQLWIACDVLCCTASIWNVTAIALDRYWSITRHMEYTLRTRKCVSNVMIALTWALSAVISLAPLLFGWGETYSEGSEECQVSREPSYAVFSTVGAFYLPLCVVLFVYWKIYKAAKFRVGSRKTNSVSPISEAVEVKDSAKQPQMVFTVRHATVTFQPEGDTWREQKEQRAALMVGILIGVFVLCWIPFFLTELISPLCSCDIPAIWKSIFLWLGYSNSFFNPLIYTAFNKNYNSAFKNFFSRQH
NSD2 inh: inhibitors of human histone methyltransferase NSD2; NSD2 peptide methylation, AlphaScreen, 120 min; O96028; 310,000 tested, 0.54% active; inhibition, % at 12.5 µM; in the data active = inhibition above about 50%
V-ATPase pHluor: alters yeast V-ATPase proton transport | S. cerevisiae, pHLuorin cytosolic pH fluorescence | 350,000 tested, 0.37% active | response, % at 10 µM; in the data active = response mostly above about 7.3%, no sharp cut-off; inactive = mostly below about 5.4%; also: actives read high; inactives centre near 0; some compounds called inactive have numbers as strong as hits; reference of the scale not given here
CDK5 inh: blocks human CDK5/p35 kinase activity | 330,000 tested, 0.01% active | AID 488839 | Q00535+Q15078 | Recombinant CDK5/p35, ADP-Glo luminescence, 60 min | inhibition, % at 10 µM;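 active = highest replicate inhibition of at least 50% and at least 75% of replicates reaching 50%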;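 also: plate controls were DMSO neutral control for no effect and GW8510 at 10 µM for full effect; many of its hits are not listed in these tables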
HTR5A ag: activates human HTR5A in OPRM1-OPRD1 agonist counter-screen | 340,000 tested, 0.61% active | activation, % at 9.3 µM | HTR5A agonist assay, luminescence, cell-based | AID 504692; in the data active = activation mostly above about 9.5%, no sharp cut-off; inactive = mostly below about 7.6%;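 also: 0% = cells with vehicle only and 100% = reference agonist; strong numbers were not always called active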
An asterisk follows results filed as active; / = not tested or not shown.

The opening two compounds, to show the layout:
Second line of a record – SR-BI DiI inh	dFosB act	Wnt act	MITF TRPM1 HTS	PvdQ inh	HTR5A inv ctr	NSD2 inh	V-ATPase pHluor	CDK5 inh	HTR5A ag
COc1ccc(N(CC(=O)Nc2ccc(C(N)=O)cc2)S(=O)(=O)c2ccc(C)c([N+](=O)[O-])c2)cc1
→ 44.0	12.2	-20.7	1.1	3.2	-15.1	-1.1	-1.4	-5.6	-3.7
Cc1cc(C)nc(/N=C(\N)C2=C(O)CC(C)(C)CC2=O)n1
→ 10.4	-16.7	0.5	21.3	-14.7	-6.7	21.2	1.2	-1.1	1.8

All compounds of this part, repeating the preview:
Second line of a record – SR-BI DiI inh	dFosB act	Wnt act	MITF TRPM1 HTS	PvdQ inh	HTR5A inv ctr	NSD2 inh	V-ATPase pHluor	CDK5 inh	HTR5A ag
COc1ccc(N(CC(=O)Nc2ccc(C(N)=O)cc2)S(=O)(=O)c2ccc(C)c([N+](=O)[O-])c2)cc1
→ 44.0	12.2	-20.7	1.1	3.2	-15.1	-1.1	-1.4	-5.6	-3.7
Cc1cc(C)nc(/N=C(\N)C2=C(O)CC(C)(C)CC2=O)n1
→ 10.4	-16.7	0.5	21.3	-14.7	-6.7	21.2	1.2	-1.1	1.8
O=C(NC1CCN(c2ncccn2)CC1)c1ccccc1Cl
→ /	3.2	0.7	0.9	-13.5	-3.2	32.2	-1.1	2.0	0.9
Cn1nnc2cc(C(=O)NC(C)(C)C)ccc21
→ -30.8	3.8	24.1	-7.1	-1.7	11.0	-1.0	0.0	1.1	-5.4
CC(C)c1ccccc1NC(=O)COC(=O)c1cc([N+](=O)[O-])ccc1N1CCOCC1
→ 67.7	-2.3	-1.0	-6.9	-5.8	11.5	4.2	1.0	0.4	-4.2
Cc1ccc(S(=O)(=O)N2CCCCC2C(=O)Nc2ccc(N(C)C)cc2)cc1 (stereo not given)
→ 24.6	-16.4	-0.7	-2.0	-11.8	-18.8	8.5	4.1	0.6	4.8
Cc1cccc(N(C(=O)C(F)(F)F)C(C(=O)NC2CCCCC2)c2cccs2)c1 (stereo not given)
→ 11.6	-2.4	/	2.7	-1.6	9.2	5.8	-1.5	-3.4	7.7
COc1cc(OC)c(NS(=O)(=O)c2cc(C(=O)OC(C)C(=O)NC3CC3)c(Cl)cc2Cl)cc1Cl (stereo not given)
→ 48.2	-3.0	3.8	-4.8	-5.1	1.6	-0.2	5.5	-1.3	0.7
COc1ccc(C(=O)N/C(=C\c2cn(C)c3ccccc23)C(=O)NCCCN2CCOCC2)cc1OC
→ -8.4	1.2	-2.5	1.8	-13.3	-15.7	12.2	-0.7	3.8	-3.0
C[C@H](CO)N1C[C@H](C)[C@@H](CN(C)C(=O)NC2CCCCC2)Oc2c(NS(=O)(=O)c3ccccc3)cccc2C1=O
→ -4.2	0.9	-2.0	-5.1	-11.3	0.1	/	0.9	-0.4	-1.7
CCCC(=O)Nc1cc(S(=O)(=O)N2CCCCC2)ccc1N1CCOCC1
→ -16.3	-3.0	3.5	-3.0	-10.5	-33.6	-1.6	-0.5	0.7	13.6
O=C1c2cccnc2C(Nc2ccc(Cl)cc2)N1Cc1cccs1 (stereo not given)
→ -11.0	-8.4	-8.9	2.1	-3.7	16.3	-2.8	-3.7	0.9	-6.6
CC1(CC(=O)N/N=C/c2ccc(-c3ccc(C(=O)O)cc3)o2)OCCO1
→ 7.4	1.0	0.2	2.3	-6.4	-2.3	12.2	-2.7	1.6	-3.7
CC(/C=N/NC(=O)c1cc(-c2ccc(C)o2)[nH]n1)=C\c1ccccc1
→ 4.8	13.8	/	2.6	-0.5	-9.1	1.9	-0.6	-0.9	0.3
CCOc1cc(C2CC(=O)N3CN(C4CCCCC4)CSC3=C2C#N)ccc1O (stereo not given)
→ -14.2	-3.7	-2.8	/	-0.5	-15.7	/	5.7	2.6	2.3
CC(C)Cn1c(SCC(=O)N(C)C2CCS(=O)(=O)C2)nc2cc(Cl)ccc2c1=O (stereo not given)
→ 5.9	-13.6	0.4	-9.4	-2.6	-47.5	1.7	4.1	-0.6	7.3
COc1ccc(CC(NC(C)=O)C(=O)NC2CCN(C(=O)c3cccc(Cl)c3)CC2)cc1OC (stereo not given)
→ /	1.0	-0.7	4.7	-15.2	-3.1	-1.3	-0.7	-5.3	1.1
O=C(O)C1CCCN1c1ncnc2ccccc12 (stereo not given)
→ -5.5	3.6	/	-10.0	5.9	-10.8	22.3	-2.8	-2.2	-0.1
O=C(CCNC(=O)N1CC(=O)Nc2ccccc21)Nc1ccc(Cl)cc1
→ -13.3	4.3	-1.0	-6.1	-18.6	2.5	-2.7	-4.2	-1.2	2.2
Cc1ccc(-n2c(SCc3ccc(C(=O)O)cc3)nnc2-c2ccncc2)cc1
→ /	-8.0	1.7	5.2	-8.9	-1.3	-0.6	-1.3	-0.7	0.4
O=C(Nc1ccc(F)cc1F)NC1CCCc2ccccc21 (stereo not given)
→ 35.4	5.8	-1.6	14.1	-2.2	3.3	-1.3	-5.4	1.6	-1.4
COC(=O)c1cc(OC)c(OC)cc1NC(=S)N1CCC(C(N)=O)CC1
→ -38.8	-4.3	/	4.1	1.3	6.8	0.6	-2.5	-1.0	-1.4
CCC(C(=O)NCCCc1ccccc1)c1ccccc1 (stereo not given)
→ -4.5	-1.6	/	2.5	-8.0	-0.8	-4.8	0.5	-3.2	0.3
Cc1ccc(-n2nnnc2SC(C(=O)c2c[nH]c3ccccc23)c2ccccc2)cc1 (stereo not given)
→ -2.9	-7.2	/	-9.7	14.4	-7.8	-0.4	-0.4	-0.3	2.1
N#Cc1c(-c2cccs2)cc(-c2cccnc2)nc1N
→ 33.2	-48.1	8.5	/	-3.2	5.5	4.3	-3.3	-4.7	-0.1
c1ccc(N2CCN(Cc3cn4cccnc4n3)CC2)cc1
→ 2.5	-3.5	1.4	/	-12.8	-19.7	/	-3.0	-1.7	-1.6
O=C(CN1C(=O)c2ccc([N+](=O)[O-])cc2C1=O)NC1CCCCCC1
→ -18.6	6.2	-0.8	4.9	15.1	-0.4	-0.4	3.1	-1.2	0.1
CCCC(=O)Nc1cccc(-c2nc3cc(C)c(C)cc3o2)c1
→ 13.6	-17.8	8.3	/	-6.7	-21.5	-0.1	0.1	0.2	8.6
Cc1ccc(C(=O)CCC(=O)OCC(=O)Nc2c(C)nn(-c3ccccc3)c2C)cc1
→ -19.5	-9.4	-2.8	3.7	-9.0	3.4	25.8	0.1	1.9	4.4
CCc1nc2ccccc2c2nc3ccccc3n12
→ 29.3	-13.5	/	2.4	-5.8	-10.9	/	-2.9	-0.4	-0.5
CC(=O)Nc1cccc(-c2nn[nH]n2)c1
→ /	-2.5	-2.0	-2.9	-12.5	-14.7	0.5	-0.8	0.4	-0.5
COc1ccc(-c2nc(SC)n(C)c(=O)c2C#N)cc1OC
→ 6.0	-39.2	0.2	/	4.7	8.9	0.5	1.1	-0.3	-3.6
O=C(COC(=O)Cn1cnc2ccccc2c1=O)Nc1cc(Cl)ccc1[N+](=O)[O-]
→ 9.6	-3.6	/	-20.9	-15.3	5.5	20.5	0.4	0.7	3.6
COc1ccc(N2CCN(c3ccc(S(=O)(=O)N(C(C)C)C(C)C)cn3)CC2)cc1
→ /	-12.2	0.0	-15.0	-9.9	-0.1	-3.1	1.1	-1.8	0.0
COC(=O)c1ccccc1S(=O)(=O)N1CCC(C(=O)OC(C)C(=O)N(C)Cc2ccccc2)CC1 (stereo not given)
→ 2.3	-8.3	-4.2	-2.8	1.4	-10.9	0.3	-1.8	0.1	-0.8
O=C([C@@H]1CCCN1C(=O)c1cccs1)N1CCN(S(=O)(=O)c2ccccc2F)CC1
→ -8.0	-6.7	-1.0	0.5	-12.7	6.9	0.0	2.2	0.5	-2.8
COC(=O)c1cc(C#N)c(Oc2cccc(C)c2C)nc1C
→ 42.4	2.3	0.8	8.1	5.9	17.8	-1.6	8.0	0.8	-8.1
CCC(Cc1ccccc1)NC(=O)CN(C)S(=O)(=O)c1ccc2c(c1)c(=O)n(C)c(=O)n2C (stereo not given)
→ -1.1	-6.2	-3.9	-8.0	-12.0	-37.0	/	2.9	0.3	13.2
O=C(COC(=O)c1ccc(S(=O)(=O)NCc2ccco2)cc1)NCc1ccccc1
→ -4.8	-1.0	-2.6	-6.3	-12.1	-1.1	-2.3	0.6	-0.9	0.3
CCc1cc2c(=O)c(-c3nc4ccccc4n3C)c(C)oc2c(CN(CC)CC)c1O
→ -5.0	-4.3	/	-15.7	-5.2	14.8	-0.1	-3.3	0.5	1.4
COC(=O)CN1C(C)=Nc2ccc(Br)cc2C1c1ccccc1 (stereo not given)
→ 27.9	-4.9	-6.8	8.9	0.8	2.2	-3.7	-2.6	2.0	1.1
COc1ccc(OC)c(S(=O)(=O)N2CCN(C34CC5CC(CC(C5)C3)C4)CC2)c1
→ -15.5	-8.6	/	8.3	-6.0	-1.9	-4.2	11.6	1.0	3.8
COc1ccc(-c2ccc3c(c2)C2CC3CCN2S(=O)(=O)c2ccccc2C)cc1 (stereo not given)
→ 28.0	-3.3	-2.9	-14.8	24.8	3.2	/	3.0	1.7	-0.9
Cc1cccc(C(=O)Nc2ccc(N3CCN(c4ccc(C(F)(F)F)cn4)CC3)nc2)c1
→ 26.4	-0.2	-4.4	6.3	0.9	21.5	-1.1	0.6	1.3	2.9
CC(=O)NC1=NN(C(C)=O)C(C)(c2ccco2)S1 (stereo not given)
→ -11.3	-10.7	12.2	-1.9	-6.2	-3.7	-2.0	-0.1	-0.2	4.7
CC1=CC2=NC(=O)/C(=C\c3cc(C)n(-c4ccc(F)cc4)c3C)C(=N)N2O1
→ 58.7	-8.4	/	3.7	9.0	-16.3	-2.0	5.0	0.1	4.4
CCOC(=O)c1ccc(NC(=O)CSc2nnc(CC)o2)cc1
→ -15.5	0.3	0.3	12.8	-5.8	7.4	-0.9	5.9	-0.3	-1.6
CCOC(=O)c1cn(Cc2ccccc2)nn1
→ -18.3	-2.5	0.3	6.9	-6.4	6.8	-1.0	-1.8	-0.7	2.9
CC(C)Oc1ccc(CSC(=N)N)cc1
→ 10.1	0.4	/	-5.7	-13.4	-9.5	-0.9	-1.7	-7.8	-1.4
COc1cccc(C(=O)NC(=O)Nc2cc(C)on2)c1
→ 21.3	-4.7	11.4	104.7*	-8.9	6.9	0.0	-1.0	2.9	-2.5
CC(C)c1ccccc1OCC(=O)N(C)CC(=O)Nc1ccc(F)cc1
→ 23.7	0.1	-1.3	11.2	-9.6	-19.7	-1.9	-1.1	1.0	7.2
Cc1ccc(NC(=O)N2CCSc3ccccc32)cc1
→ -14.4	-7.6	8.9	29.2	4.7	-12.5	/	0.8	0.2	4.1
Cn1cc(CNCC2CCCO2)c(-c2ccc(Oc3ccccc3)cc2)n1 (stereo not given)
→ -23.8	-9.4	-5.3	1.7	-13.2	3.1	-2.9	-0.3	2.6	-1.2
Cc1ccc(C)c2[nH]c(=O)c(CCNC(=O)c3cccs3)cc12
→ -1.5	-6.4	-2.8	17.0	15.5	-29.2	/	-1.3	-0.6	10.4
CCCn1c(Nc2cccc(OC)c2)nc2ccccc21
→ 3.2	-6.1	1.5	0.6	-20.2	-11.4	0.6	0.7	0.1	1.2
CC(C)(C)c1cc(-c2ccco2)c(C#N)c(SCC#N)n1
→ 19.4	-4.3	/	-3.4	-3.9	-4.8	0.4	0.6	-0.6	4.1
CCn1cc(S(=O)(=O)Nc2ccc(Cl)cc2F)cn1
→ -20.0	-1.0	-1.0	9.4	-6.6	2.4	-2.7	0.6	1.2	4.3
